# IL2 activator – qHTS of IL-2 Activators. actives 0.065% (n = 360,000). activation, % (series mostly up to about 46 µM). IL-2 activation reporter assay, cell-based qHTS; stimulated with anti-CD3/CD4/CD28 beads; in transgenic mouse T cells; in the data active = activation above about 50%; inconclusive = mostly about 30% to 49%; note: 0% is about no effect
#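 Quantitative HTS in unstimulated transgenic mouse T cells, with memory T cells as non-tolerant control and PMA/ionomycin as tolerance-bypass control. Compound pretreatment lasted 60 minutes before 18 h bead stimulation; EGFP/DsRed fluorescence read.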
# WRN helicase inh – qHTS for Inhibitors of WRN Helicase; actives 0.46% (n = 360,000); Bifunctional 3'-5' exonuclease/ATP-dependent helicase WRN (Homo sapiens), Q14191; WRN helicase unwinding, fluorescent forked duplex, kinetic; Potency, µM (top dose mostly 114 µM), for inactives: at the top dose activity change, negative = inhibition, hits mostly inhibitors; note: potency is the fitted concentration of half-maximal effect; % is set by controls: 0 for no effect and ±100 for the full control effect; nearly all actives have a fitted effect of over 55% in size
#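 Screening of the MLSMR collection measured strand separation of a quenched forked DNA duplex (100 nM) by 20 nM WRN with 2 mM ATP, all final. Compounds were preincubated with enzyme 15 min at room temperature.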
# EPAC1 ag – qHTS for Agonist of cAMP-regulated guanine nucleotide exchange factor 3 (EPAC1): primary screen; EPAC1 agonist qHTS, biochemical assay; response scale: 100% = response to 6.5 mM cAMP; Potency, µM (top dose mostly 154 µM), inactives show at the top dose activation, hits mostly activators; Rap guanine nucleotide exchange factor 3 (Homo sapiens), O95398; actives 0.073% (n = 360,000); note: potency is the fitted concentration of half-maximal effect; nearly all actives have a fitted effect of over 60% in size
# Target sequence (O95398 whole entry, looked up): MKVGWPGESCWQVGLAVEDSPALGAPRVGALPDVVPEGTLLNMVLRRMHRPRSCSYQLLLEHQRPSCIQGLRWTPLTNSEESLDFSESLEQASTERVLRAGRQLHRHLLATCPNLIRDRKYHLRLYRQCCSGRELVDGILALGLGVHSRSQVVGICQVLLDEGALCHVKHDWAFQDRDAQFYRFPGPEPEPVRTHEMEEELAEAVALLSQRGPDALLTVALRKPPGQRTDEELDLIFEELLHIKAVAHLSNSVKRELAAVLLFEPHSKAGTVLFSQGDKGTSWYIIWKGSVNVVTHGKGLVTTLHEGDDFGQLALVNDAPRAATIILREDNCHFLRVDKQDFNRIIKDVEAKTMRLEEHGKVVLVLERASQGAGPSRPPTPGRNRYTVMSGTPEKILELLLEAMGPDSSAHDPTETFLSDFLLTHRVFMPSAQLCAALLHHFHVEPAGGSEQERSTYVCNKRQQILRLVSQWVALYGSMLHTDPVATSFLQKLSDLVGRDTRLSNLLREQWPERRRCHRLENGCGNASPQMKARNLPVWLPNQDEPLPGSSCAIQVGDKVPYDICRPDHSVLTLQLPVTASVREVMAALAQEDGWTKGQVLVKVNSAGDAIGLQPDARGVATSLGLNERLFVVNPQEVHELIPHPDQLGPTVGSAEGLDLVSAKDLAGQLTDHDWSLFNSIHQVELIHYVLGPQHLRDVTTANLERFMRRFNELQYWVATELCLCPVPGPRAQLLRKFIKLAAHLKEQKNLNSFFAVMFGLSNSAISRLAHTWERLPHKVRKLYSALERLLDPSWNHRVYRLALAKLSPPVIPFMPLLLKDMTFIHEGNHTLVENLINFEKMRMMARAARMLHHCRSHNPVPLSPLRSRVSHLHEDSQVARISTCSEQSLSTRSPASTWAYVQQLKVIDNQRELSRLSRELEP
#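 Fluorescent GDP-exchange assay: 100 nM EPAC1 with 250 nM Rap1B preloaded with BODIPY-GDP and 50 uM GDP; compounds tested as concentration series, 5 min at room temperature, then read every 5 min for 30 min (ex 480/em 540 nm); normalized to 6.5 mM cAMP.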
# PLK1 PBD inh – qHTS for Inhibitors of PLK1-PDB (polo-like kinase 1 - polo-box domain): Primary Screen. Serine/threonine-protein kinase PLK1 (Homo sapiens), P53350. Plk1 PBD binding of FITC phosphopeptide, fluorescence polarization. Potency, µM, for inactives: max response, negative = inhibition, most hits filed as inhibitors. actives 2.8% (n = 360,000). AID 720504, 2013; note: potency is the fitted concentration of half-maximal effect; series mostly up to about 57 µM; % is set by controls: 0 for no effect and ±100 for the full control effect; nearly all actives have a fitted effect of over 65% in size
# PI5P4Ka inh – qHTS for Inhibitors of phosphatidylinositol 5-phosphate 4-kinase (PI5P4K); max response, %; AID 652105, 2013; actives 1.2% (n = 330,000); PI5P4Kalpha enzyme, ADP-Glo luminescence, 60 min; hits give low values; active = max response of -50% or lower; inconclusive = between -30% and -50%; inactive = -30% or higher; note: value at the top dose of about 77 µM; % is set by controls: 0 for no effect and ±100 for the full control effect
#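 Single end-point luminescence (ADP-Glo) quantified ADP from PI5P4Kalpha turnover; ATP 5 microM final, 1 h at RT, 0.1% CHAPS and 0.28 mM EGTA in HEPES pH 7.4.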
# EPAC1 antagonist – qHTS for Antagonist of cAMP-regulated guanine nucleotide exchange factor 3 (EPAC1): primary screen. Potency, µM (titrated, usually from 115 µM), for inactives: at the top dose activity change, negative = inhibition, actives largely listed as inhibitors. actives 0.14% (n = 360,000). EPAC1 GEF assay, Rap1b-BODIPY-GDP exchange fluorescence. AID 720709, 2013;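 note: potency is the fitted concentration of half-maximal effect; plate controls were vehicle for no effect and positive control for full effect; nearly all actives have a fitted effect of over 50% in size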
# Abeta yeast res – qHTS for compounds that reverse cellular toxicity of Amyloid beta (A-beta) peptide in yeast: Primary Screen; yeast expressing A-beta42, growth rescue, OD600, 48 h; response scale: 0% DMSO, 100% iron-clioquinol control; Potency, µM (series often up to 46.1 µM), for inactives: at the top dose growth rescue, usual class: activators; actives 0.063% (n = 410,000); AID 1347071, 2019; note: potency is the fitted concentration of half-maximal effect; nearly all actives have a fitted effect of over 55% in size
#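 Yeast A-beta toxicity model in growth medium with pinned compounds, 48 h at 30 C; growth read as absorbance at 600 nm. Normalized to FeCl3/clioquinol equimolar mix (positive) and DMSO (negative).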
# FUS yeast rescue – qHTS for Suppressors of FUS Proteinopathy: Primary screen using FUS-linked yeast assay | S. cerevisiae FUS-expressing, growth rescue, OD600, 24 h | Potency, µM (series often up to 76.6 µM), for inactives: at the top dose growth rescue (activation), actives largely listed as activators | actives 0.24% (n = 390,000) | AID 1347120, 2019;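 note: potency is the fitted concentration of half-maximal effect; plate controls were DMSO vehicle for no effect and reference control for full effect; nearly all actives have a fitted effect of over 55% in size; some results filed as inactive show a strong effect at the top dose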
#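 Yeast expressing FUS under galactose induction, OD 0.005 in 2% galactose medium; compounds in a dilution series, 24 h at 30C. Growth rescue by absorbance at 600 nm; CP55940 positive control, DMSO negative.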
# Active calls of the source: *; ? = inconclusive; . = no result given; & = joins results of further samples; [ ] = dose if it differs, or a comment. Unless noted, calls come from the whole dose curve; as a rule, active = well fitted curve in the direction sought with a large enough effect; inconclusive = small, poorly fitted or top-dose-only effect, or another doubt; inactive = no such curve, though single readings can be large; an effect the other way counts as inactive or inconclusive.
SMILES	IL2 activator	WRN helicase inh	EPAC1 ag	PLK1 PBD inh	PI5P4Ka inh	EPAC1 antagonist	Abeta yeast res	FUS yeast rescue
CN(C)C(CNC(=O)c1oc2ccccc2c1CSc1ncn[nH]1)c1ccco1 (stereo not drawn)	-0.1	-4%	9%	-14%	-5	-25%	-6%	36%
CC(C)CN1CCN(Cc2cccc3nccnc23)CC1CCO (stereo not drawn)	-2.6	-22%[57.1 µM]	0%	-2%	2	18%	-15%	21%
O=C(CS(=O)(=O)Cc1ccccc1)Nc1nc2ccccc2s1	-0.1	-3%	11%	-5%	-2	5%	3%	5%
O=C(CNS(=O)(=O)c1ccccc1)OCC(=O)c1ccc(OC(=O)c2ccccc2)cc1	-0.8	23%	9%	-6%	.	-14%	1%	6%
O=C(COc1ccc(Cl)cc1)Nc1cccc(-c2ccc3nncn3n2)c1	-0.2	2%	15%	-6%	-17	-19%	18%	48%
O=C(CNC(=O)c1cnccn1)Nc1ccc(F)c(F)c1F	2.9	-14%	-2%	1%	11	-3%	-5%	-2%
CCN(CC)S(=O)(=O)c1ccc(C)c(NC(=O)CNCc2ccccc2OC)c1	0.0	-5%	4%	4%	-2	2%	10%	1%
CCCCN(CC)C(=O)Cn1c(=O)sc2ccccc21	0.4	-3%	7%	-10%	.	-7%	0%	2%
COc1ccc(CCNC(=O)[C@H](CC(C)C)NC(=O)N2CCn3c2nc2ccccc23)cc1OC	1.8	-4%	-6%	1%	3	-28%	-2%	35%
CCc1ccc(-c2nc(CN3CCC(C(=O)NCc4ccccc4OC)CC3)c(C)o2)cc1	-1.7	-1%	9%	-5%	-15	-1%	-6%	12%
CC1CCCCN1C(=O)COC(=O)CNC(=O)c1sc2ccccc2c1Cl (stereo not drawn)	-1.2	-1%	0%	-5%	-2	-21%	7%	10%
CCc1cccc(NC(=O)CCNS(=O)(=O)c2cccc3nonc23)c1	-1.7	1%	8%	-22%	-1	-16%	7%&-5%	6%&13%
Cc1sc(NC(=O)c2ccco2)nc1-c1ccccc1	0.1	-9%	-4%	-7%	-3	2%	-21%	7%
Cc1ccc(-c2ccc(=O)n(CC(=O)NCCC(C)C)n2)cc1	-2.6	-6%	-13%	3%	6	-1%	4%	9%
CC(C)=CC(=O)N1CCC(n2nccc2NC(=O)CCc2ccccc2)CC1	-0.7	-3%	3%	0%	1	26%	8%	-4%
O=S(=O)(Nc1ccc(O)cc1)c1cccc2cccnc12	2.6	-4%	12%	27µM*	-2	-2%	3%	-13%
CN(Cc1nccn1C)C(=O)CC1C(=O)NCCN1CC(c1ccccc1)c1ccccc1 (stereo not drawn)	-0.2	-13%	-18%	-8%	-2	-9%	-6%	13%
O=C(NC1CCCC1)C1CCC(CNS(=O)(=O)c2cccs2)CC1 (stereo not drawn)	-3.4	-5%	1%	2%	0	3%	6%	.
O=C(COC(=O)CNC(=O)C12CC3CC(CC(C3)C1)C2)Nc1ccccc1	-2.0	6%	17%	-8%	.	?	4%	38%
Nc1nc(CN2CCCCCC2)nc(Nc2ccc(F)cc2)n1	-1.6	-1%	0%	?	6	-18%	17%	33%
Cc1cc(C)n(-c2nc3ccccc3nc2NCCc2ccccc2)n1	0.0	1%	-1%	3%	13	-3%	7%	-16%
CSc1nc(C)cc(/C=C\c2ccccc2)c1C#N	-0.7	3%	3%	-3%	.	-2%	1%	20%
O=C1CC(N2CCOCC2)C(=O)N1Cc1ccc(N2CCCC2=O)cc1 (stereo not drawn)	-0.1	-4%	12%	0%	1	0%	1%	5%
Cc1cc(C)n(-c2nc(SCCN3CCOCC3)c3c4c(sc3n2)CCCC4)n1	-3.6	-6%	9%	6%	2	?	-2%	31%
Nc1sc2c(c1C(=O)c1ccccc1)CCCC2	-0.4	-9%	6%	21µM*	-51*	-15%	-23%	.
O=C(Nc1ccc2c(c1)OCO2)c1cc(Cl)ccn1	-0.2	5%	13%	0%	-15	3%	-10%	.
Cc1cccc(C(=O)N2CC3(C)CC2CC(C)(C)C3)c1 (stereo not drawn)	-3.1	2%	-4%	-2%	1	14%	4%	.
COc1ccc(C(C)=O)cc1COc1cccc2c1OC(C)(C)C2	-0.5	-17%	18%	-23%	-4	-13%	4%	28%
CC(C)NCC(=O)NC12CC3CC(CC(C3)C1)C2	-1.1	-5%	-4%	-1%	2	-26%	5%	.
Cc1c(NN=C(C#N)C#N)c(=O)n(-c2ccccc2)n1C	-0.5	-20%	7%	-14%	-5	-24%	-4%	8%
COC(=O)C1N[C@@H]([C@@H](NC(=O)COc2ccccc2)C(=O)NCc2ccsc2)SC1(C)C (stereo partly drawn)	-0.6	-2%	3%	-12%	3	-6%	3%	20%
Cc1ccc2nc(-c3cccc(Cl)c3)c(Cc3cccc(F)c3)n2c1	-0.3	-10%	5%	7%	8	-4%	-9%	-9%
C#CCn1cc[n+](CC(=O)N(C)C)c1	-0.1	4%	-5%	-1%	-5	3%	3%	.
CC(C)(C)n1ncc2c(=O)n(Cc3cc(F)c(Cl)cc3Cl)cnc21	-0.2	.	-23%	.	.	-18%	-7%	-48%[inhibitor]
COC(CNc1cc(=O)oc2ccccc12)OC	-0.4	6%	13%	-4%	-2	-27%	2%	9%
CN(c1ccccc1)S(=O)(=O)c1cc(C(=O)Nc2ccccc2N2CCOCC2)ccc1Cl	0.3	0%	-6%	2%	0	-6%	11%	34%
COC(=O)c1sc(S(=O)(=O)NC(C)C(=O)O)c(C(=O)OC)c1C (stereo not drawn)	1.1	-7%	1%	-3%	0	8%	-6%	4%
CCn1cc(CN2CCc3c([nH]c4ccccc34)C2c2cccc(OC)c2OC)c(C)n1 (stereo not drawn)	0.9	-2%	4%	?	-7	-18%	10%	7%
C=CCn1c(C)cc(C(=O)Cn2ncc(Cl)c(Cl)c2=O)c1C	-6.0	?	-3%	-22%	-72*	?	-8%	.
CC(=O)N1CCN(C(=O)c2ccc(Cl)c(S(=O)(=O)N3CCCC3)c2)CC1	-0.1	2%	5%	-9%	4	-6%	-3%	19%
Cc1cccc(C)c1NC(=O)CNC(=O)c1c(C)nn(-c2ccccc2)c1C	-2.5	7%	18%	-6%	-3	8%	12%	1%
CCC(=O)Nc1cc2nn(-c3ccccc3)nc2cc1Cl	-1.2	-6%	-2%	-2%	2	8%	18%	-12%
CN(C)CCCN(C(=O)COc1ccc(Cl)cc1)c1nc2ccc(F)cc2s1	0.1	-18%	2%	-9%	29	-19%	-15%	9%
c1ccc(OCCNc2ccn3nc(-c4cccs4)cc3n2)cc1	0.0	-16%	0%	7%	7	-15%	21%	38%
Cc1noc(C(=O)N2CCN(Cc3ccc4c(c3)OCO4)CC2)c1Cl	4.5	-4%	1%	1%	-8	10%	5%	-24%

# Arranged by value in PLK1 PBD inh (largest number first): 3 from the list above
Compound	PLK1 PBD inh
C#CCn1cc[n+](CC(=O)N(C)C)c1	-1%
COC(=O)c1sc(S(=O)(=O)NC(C)C(=O)O)c(C(=O)OC)c1C (stereo not drawn)	-3%
CN(C)CCCN(C(=O)COc1ccc(Cl)cc1)c1nc2ccc(F)cc2s1	-9%

# (cont.)
SMILES	IL2 activator	WRN helicase inh	EPAC1 ag	PLK1 PBD inh	PI5P4Ka inh	EPAC1 antagonist	Abeta yeast res	FUS yeast rescue
CC1CC(C)(C)NC(=S)N1CCC(=O)NCc1ccc(F)cc1 (stereo not drawn)	-0.1	17%	1%	1%	0	-29%	-14%	4%
COc1ccc(C(CC(=O)c2ccc3c(c2)OCO3)C(=O)O)cc1OC (stereo not drawn)	-3.0	11%	7%	-3%	-3	-11%	-2%	-4%
O=C(Cc1nnc(NC(=O)Nc2ccc(F)cc2)s1)NCc1ccccc1	-0.4	4%	10%	-3%	-1	0%	-5%	10%
Cc1cnc(NC(=O)CSc2ncc(-c3ccccc3)n2Cc2ccco2)s1	-4.6	-13%	5%	-5%	2	-7%	-3%	26%
CC12CCC(C)(c3nc4ccccc4nc31)C2(C)C	-1.0	-27%	9%	30µM*	-19	-18%	-18%	20%
COC(=O)C1=C(C(=O)OC)[C@@H]2N(C)c3ccc(OC)cc3[C@@]23C[C@@H](C(=O)OC)N(C(=O)c2cc(C)oc2C)C3=N1	-2.4	-5%	-7%	0%	5	-7%	5%	?
Clc1ccc(C2=NN(c3ccccc3)C(c3ccco3)C2)cc1 (stereo not drawn)	3.1	-2%	4%	-3%	6	-7%	5%	-8%
Cc1ccc(SCC(=O)Nc2ccccc2C(=O)N2CCOCC2)cc1	2.9	9%	-1%	-9%	-4	17%	-10%	.
CN(C)C(=O)N(CCCN1CCOCC1)Cc1cccc2ccccc12	-0.1	-26%	-2%	0%	2	22%	-5%	-3%
CC1CCCC(NC(=O)COC(=O)c2ccc3ncsc3c2)C1C (stereo not drawn)	1.4	-4%	-12%	2%	0	15%	-14%	1%
CC(C)CN(CCNC(=O)CC1Oc2ccccc2NC1=O)CC(C)C (stereo not drawn)	0.8	-2%	-18%	-8%	6	-1%	-17%	-24%
N#Cc1cccc(NS(=O)(=O)c2ccccc2Cl)c1	-0.4	2%	-1%	?	6	0%	4%	-24%
Cc1ccc(/C=N/NC(=O)Cn2nccc2C)o1	0.2	-10%	4%	-9%	3	-1%	5%	30%
Cc1ccc(S(=O)(=O)NCC(=O)N(CC(=O)NCc2ccco2)Cc2ccc3c(c2)OCO3)cc1	-2.2	-33%[57.1 µM]	-9%	-20%	-3	10%	-14%	13%
CCN(CC(=O)Nc1ccc2c(c1)OCCO2)C(=O)C1CC(=O)N(c2ccc(OC)cc2OC)C1 (stereo not drawn)	-3.6	-4%	9%	-3%	12	12%	8%	15%
